Assay outcomes deposited in PubChem BioAssay by several laboratories.
Rad51 HR inh – blocks human Rad51 in homologous recombination | inhibition, % at 10 µM | hRad51 DNA strand exchange, fluorescence dequenching | 200,000 tested, 0.085% active | AID 1385;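 active = inhibition above 40% at the single screening dose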;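 also: 0% = DMSO control wells and 100% = blanks with heterologous ssDNA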
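Material: human Rad51–ssDNA filaments; Probe or stimulus: labelled 47-mer dsDNA for strand exchange; Doses: single 10 µM dose; Incubation: 37 °C 15-min filament assembly, 30-min compound preincubation, 15-min exchange; Technique: FRET fluorescence dequenching, excitation 485 nm, emission 520 nm; Measure: Fluorescence-based percent inhibition, control- and blank-normalised; Benchmarks: plate control and blank wells.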
PERK inhibitor – human PERK inhibition, primary cell-based screen; CHO PERK-DD fusion, SEAP luminescence translation reporter; inhibition, % at 5.6 µM; 220,000 tested, 0.17% active;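 active = inhibition above the mean inhibition of all tested compounds plus 3 SD, set separately per screening campaign, cut at about 2.9% in these data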;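 also: PERK kinase domain activated by AP20187 dimerizer at 100 nM; 0% = DMSO with dimerizer and 100% = rapamycin at 8.4 µM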
Target sequence (Q9NZJ5 whole entry, looked up, the tested form may be a part): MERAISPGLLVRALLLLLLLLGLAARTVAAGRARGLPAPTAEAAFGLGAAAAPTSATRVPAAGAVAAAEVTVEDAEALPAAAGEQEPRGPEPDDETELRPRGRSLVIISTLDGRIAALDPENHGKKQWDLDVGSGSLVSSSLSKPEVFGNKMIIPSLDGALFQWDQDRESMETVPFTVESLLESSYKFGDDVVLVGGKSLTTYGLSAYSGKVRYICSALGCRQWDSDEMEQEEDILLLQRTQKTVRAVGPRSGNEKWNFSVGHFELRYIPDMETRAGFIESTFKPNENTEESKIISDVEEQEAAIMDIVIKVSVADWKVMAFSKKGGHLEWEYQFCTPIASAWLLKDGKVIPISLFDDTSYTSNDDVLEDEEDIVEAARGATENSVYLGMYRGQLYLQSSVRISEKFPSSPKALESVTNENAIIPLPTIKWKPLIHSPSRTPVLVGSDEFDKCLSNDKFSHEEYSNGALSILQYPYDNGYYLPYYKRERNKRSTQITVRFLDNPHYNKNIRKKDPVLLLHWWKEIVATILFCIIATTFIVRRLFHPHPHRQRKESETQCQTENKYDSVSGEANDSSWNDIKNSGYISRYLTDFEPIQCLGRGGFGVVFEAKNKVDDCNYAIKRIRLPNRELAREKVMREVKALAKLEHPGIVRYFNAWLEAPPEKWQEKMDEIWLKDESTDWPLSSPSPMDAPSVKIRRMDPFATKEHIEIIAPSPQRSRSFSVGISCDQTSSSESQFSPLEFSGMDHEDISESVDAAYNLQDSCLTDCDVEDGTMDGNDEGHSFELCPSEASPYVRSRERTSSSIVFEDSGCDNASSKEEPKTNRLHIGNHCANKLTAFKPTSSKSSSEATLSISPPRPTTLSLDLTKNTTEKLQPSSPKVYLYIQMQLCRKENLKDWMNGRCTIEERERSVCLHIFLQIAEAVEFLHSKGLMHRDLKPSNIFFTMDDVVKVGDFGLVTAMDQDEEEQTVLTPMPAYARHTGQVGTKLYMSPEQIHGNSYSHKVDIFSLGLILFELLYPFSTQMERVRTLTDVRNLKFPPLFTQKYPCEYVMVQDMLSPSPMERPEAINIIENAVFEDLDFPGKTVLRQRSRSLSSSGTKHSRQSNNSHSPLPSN
Furin inh – human furin inhibition; P09958; AID 463115; inhibition, % at 30 µM; 220,000 tested, 0.061% active; purified furin, fluorogenic substrate cleavage; in the data active = inhibition above about 25%; also: inactives centre near -15
FXIa inh 1536 – inhibitors of human coagulation factor XIa. purified FXIa, Boc-Glu-Ala-Arg-AMC fluorogenic substrate. 220,000 tested, 0.14% active. inhibition, % at 5 µM. P03951;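 active = inhibition of at least 40%; inactive = inhibition below 40%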;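 also: fluorescence of freed AMC excited at 355 nm; 0% = enzyme without compound and 100% = no enzyme blank; many of its hits are not listed in these tables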
hK5 inh – inhibitors of human kallikrein 5 | recombinant hK5, fluorogenic AMC substrate cleavage | inhibition, % at 5 µM | 210,000 tested, 0.59% active;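 active = inhibition of 40% or more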;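 also: 0% = enzyme controls without compound and 100% = no-enzyme blanks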
Thrombin inh – thrombin (human) inhibition. P00734. alpha-thrombin, Boc-VPR-AMC fluorogenic substrate cleavage. inhibition, % at 5 µM. 220,000 tested, 0.26% active. AID 1046;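 active = inhibition at or above 40%; inactive = inhibition below 40%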;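 also: 0% = enzyme with no compound and 100% = wells without enzyme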
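System: Human alpha-thrombin protein | Medium: pH 7.5 Tris (50 mM) with NaCl 150 mM, Tween 20 0.05% | Times: Enzyme reaction carried out at room temperature | Detection: AMC fluorescence, 355/460 nm | Evaluation: Percent inhibition scaled between no-compound controls and no-enzyme blanks | Benchmarks: Enzyme without compound as high, wells lacking enzyme as low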
Cl transport mod – modulators of human KCC2 chloride dependent transport | Q9H2X9 | KCC2 cells, thallium flux FluoZin-2 fluorescence | B-score of Tl+ flux slope (higher = more flux/activation; lower = inhibition) at 10 µM | 190,000 tested, 2.2% active | AID 1456;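 active = thallium flux slope and its plate-corrected score both differing from the plate sample mean at a set confidence after two filtering rounds, in either direction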;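 also: slope of fluorescence scaled to starting intensity during 10 to 20 s after thallium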
m-calpain inh – blocks pig calpain II enzyme activity. purified calpain II, fluorogenic peptide substrate, 30 min. inhibition, % at 16 µM. 220,000 tested, 0.37% active. AID 1236;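 active = inhibition above about 50%, limit read from the data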
FXIIa inh 1536 – blocks human coagulation factor XIIa protease activity | P00748 | AID 800 | inhibition, % at 5 µM | 220,000 tested, 0.3% active | purified FXIIa, Boc-QGR-AMC fluorogenic substrate, 2 h; in the data active = inhibition above about 40%;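 also: 0% = enzyme with no compound and 100% = blank without enzyme; many of its hits are not listed in these tables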
* = called active by the depositor; i = inactive; . = not tested or not shown; [ ] = another dose, or the depositor's remark. The list is partial, so the mix of outcomes need not match the whole.

SMILES	Rad51 HR inh	PERK inhibitor	Furin inh	FXIa inh 1536	hK5 inh	Thrombin inh	Cl transport mod	m-calpain inh	FXIIa inh 1536
CCSc1nnc(Cc2cc(=O)[nH]c(=O)[nH]2)n1-c1cccc(C)c1	2	.	-35	2	2	-4	-0.61	-23	8
O=C(O)/C=C/c1cccc2c1OCCO2	-8	0.2	-19	-4	-2	-1	0.55	-109	2
COc1ccc(N(CC(=O)NC(C)(C)C)S(=O)(=O)c2ccccc2)cc1OC	-7	-1.0	-9	-1	2	-4	1.1	-12	11
CCOC(=O)c1c(C)[nH]c(-c2csc(C)n2)c1C	8	-0.2	-26	-1	0	-5	-0.88	2	3
COc1ccc(OC)c(S(=O)(=O)NCc2ccccc2)c1	-2	0.9	-28	7	-4	3	0.06	-4	18
CCCCN(CCCC)NC(=O)c1ccccc1	14	-0.2	-13	-7	-10	-3	0.54	8	1
Cc1ccc(S(=O)(=O)N(c2cccc(C)c2)C2CCS(=O)(=O)C2)cc1 (stereo unspecified)	2	-1.4	-23[20 µM]	2	-23	-1	.	-7	5
Cc1csc2c(N3CCN(C(=O)c4ccc(C(C)(C)C)cc4)CC3)ncnc12	17	0.1	-18	1	0	-5	-2.6	7	5
Cc1ccc(SCc2nc(-c3ccccn3)no2)cc1	-8	-0.1	-20[20 µM]	15	-11	2	-0.16	6	17
O=C(Nc1nc2n(n1)C(c1ccccc1)C=C(c1ccccc1)N2)c1ccco1 (stereo unspecified)	-5	-0.7	-10	1	-36	3	-1.1	-92	7
Cc1nc(N=C(N)N)nc2ccccc12	8	1.1	-18	-9	4	1	.	-18	5
CCCCn1cnc2c1c(=O)n(CC(=O)c1cc(C)n(C)c1C)c(=O)n2CC(C)C	-3	-1.1	-21	9	-2	2	.	-1	4
C=CCN1CN=C(NS(=O)(=O)c2ccc(NC(C)=O)cc2)NC1	.	2.4	-27	-4	.	-6	0.034	-29	3
CCc1nnc(NC(=O)c2ccc(S(C)(=O)=O)cc2)s1	-11	0.5	-6	-1	-6	-12	-0.54	-3	1
O=C(Nc1sc2c(c1C(=O)c1ccc(Cl)cc1)CCCC2)c1cccnc1	-3	-1.3	1[20 µM]	-4	-11	-17	.	-72	10
CCC(C)(C)NC(=O)CN(Cc1ccc2c(c1)OCO2)C(=O)CCC(=O)Nc1nccs1	2	-0.6	-11	-3	-6	-6	-1.1	12	1
COc1cccc(-c2nnc(NC(C)=O)o2)c1	-3	.	-32	0	-2	-7	-0.011	-25	6
Nn1c(=O)[nH]c2ccccc2c1=O	14	0.4	-20	0	0	-4	0.47	-8	2
CCCCNC(=S)N/N=C/c1sccc1C	6	0.6	-22	4	-5	11	10*	22	10
CCN(CCO)Cc1csc2cc(C)ccc12	4	0.8	-23	1	-20	-10	0.037	3	5
Cc1c(NC(=O)CN2C(=O)NC(CCc3ccccc3)C2=O)c(=O)n(-c2ccccc2)n1C (stereo unspecified)	-5	0.8	-24	-2	0	-6	1.6	3	5
NS(=O)(=O)c1ccc(Oc2ccc(S(N)(=O)=O)cc2)cc1	-4	0.4	-4	13	11	.	1.2	31	34
O=C(Nc1cccc(C(=O)O)c1)/C(=C\c1ccccc1)NC(=O)c1ccccc1Cl	-4	1.1	-7	-11	-7	-3	.	13	3
COCc1cc(C)nc(OCC(=O)N/N=C\c2cc(C)n(-c3cccc(C(F)(F)F)c3)c2C)c1C#N	4	-0.4	-3[20 µM]	0	-6	2	0.47	-225	16
Nc1ccccc1Oc1ncc(C(F)(F)F)cc1Cl	-4	2.9*	-25[20 µM]	7	-17	3	.	11	17
Cc1ccc(S(=O)(=O)Nc2ccc(N3CCN(C)CC3)nc2)cc1	-8	1.0	-2	-6	-8	-8	-0.16	-17	-1
COC(=O)COc1ccc(S(=O)(=O)NCCC2=CCCCC2)cc1C	45*	-0.6	-15	-5	-21	-3	-0.91	-5	-1
CCN(CC)c1nc(-c2ccccc2)ncc1S(=O)(=O)c1ccc(C)cc1	.	0.8	-19	1	.	-3	-0.7	5	9
CCC(C)(NC(=O)c1ccccn1)C(=O)NC1CCCC1 (stereo unspecified)	3	-0.8	-5	-7	-18	4	-0.55	3	-4
CC(C)n1nc(C(=O)NCc2ccc3c(c2)OCO3)c2ccccc2c1=O	-5	0.4	-12	-1	-14	3	-2.3	4	-1
CN(C)c1nc(Nc2ccc(Cl)cc2)nc(OCC#N)n1	0	-0.3	-14[20 µM]	-3	-4	-6	0.5	-16	0
NC(=O)C1=NOC(CNc2ncc(C(F)(F)F)cc2Cl)C1 (stereo unspecified)	-7	1.6	0[20 µM]	-5	-4	-9	-0.18	-32	6
Cc1cccc(Oc2nc(-c3cccc([N+](=O)[O-])c3)nc3ccccc23)c1C	-66	1.9	-4	12	-19	-1	.	12	1
COc1c(F)c(F)c(C(=O)O)c(Nc2cccc(C)c2)c1F	-7	0.3	-31	2	-3	-4	-0.037	-25	1
COC(=O)C1=C(C(=O)c2ccccc2)C(c2ccccc2)n2nnnc2N1 (stereo unspecified)	-6	-0.5	-10	-6	-14	2	-0.14	30	0
Cc1c(NC(=O)CSc2nncc3ccccc23)c(=O)n(-c2ccccc2)n1C	-6	0.1	-31[20 µM]	9	-8	3	0.28	-3	14
CSc1cccc(NC(=O)CSc2nnc(C)s2)c1	0	0.9	-16[20 µM]	-3	-10	1	1.5	-19	8
O=C(N/N=C/C=C/c1ccccc1)c1cnccn1	7	0.7	-6[20 µM]	2	-14	-3	0.41	-11	9
CC(NC(=O)c1ccccc1NC(=O)CSc1nnnn1C)c1ccccc1 (stereo unspecified)	18	-0.4	-16[20 µM]	-3	-11	-3	-1	-70	-15
O=C(NCCCN1CCOCC1)c1cc2ccccc2o1	3	1.0	-11[20 µM]	-1	0	-6	0.076	-34	14
Cn1nnnc1SCc1ccc(C(=O)Nc2nccs2)cc1	0	-0.3	-22	-5	1	-5	.	17	15
O=C(c1cc(=O)[nH]c2ccccc12)N1CCN(c2ccc([N+](=O)[O-])cc2)CC1	-8	0.2	2	10	5	0	0.23	31	6
NS(=O)(=O)c1cccc(NC(=O)CNC(=O)CC23CC4CC(CC(C4)C2)C3)c1	29	0.0	-23	-6	0	-17	0.23	-15	-1
CC(=O)Cc1nsc(NC(=O)c2ccc(COc3ccccc3)o2)n1	5	2.2	-18	20	-14	-4	-0.59	-15	11
CCN(CC)C(=O)CN1C(=O)C2CC=C(Cl)CC2C1=O (stereo unspecified)	.	0.2	-28	0	-19	-8	0.66	-20	16
Cc1ccc2nc(N/N=C\c3ccc([N+](=O)[O-])o3)nc(-c3ccccc3)c2c1	.	-1.1	-4[20 µM]	3	-8	-3	-2	i	14
COc1ccc(CCN(C)C(=O)c2ccc(S(=O)(=O)NCc3ccco3)cc2)cc1OC	8	0.2	-21	10	-10	-2	0.57	-1	16
CCOc1ccc(NC(=O)CCN2CCN(S(=O)(=O)c3cc(Cl)ccc3OC)CC2)cc1	-5	-2.1	-11	-3	-14	1	.	19	14
Cc1cccc(Sc2ccc([N+](=O)[O-])cn2)c1	10	0.7	-12	10	-8	-2	0.36	2	17
COc1ccccc1NC(=O)Nc1ncccc1C	.	1.9	-19	6	0	6	-1.8	0	15
New compounds follow
SMILES	Rad51 HR inh	PERK inhibitor	Furin inh	FXIa inh 1536	hK5 inh	Thrombin inh	Cl transport mod	m-calpain inh	FXIIa inh 1536
COc1ccc(C(=O)NNC(=O)C2CCCN(C3CC(=O)N(c4ccccc4)C3=O)C2)cc1 (stereo unspecified)	-6	1.3	-24	2	-10	0	-0.13	-17	7
COc1ccc2cc3cc(C(=O)N4CCN(c5ccccc5)CC4)oc3nc2c1	0	-0.2	-14[20 µM]	-6	-20	-4	-0.63	21	-5
CCOc1ccc2[nH]cc(C(=O)N3CCN(CC)CC3)c(=O)c2c1	-7	1.8	-10[20 µM]	-2	2	4	1.1	-75	12
N/C(=N\OC(=O)Cc1ccc([N+](=O)[O-])cc1)c1ccccn1	7	-0.1	-23	-3	2	9	.	-58	9
O=C(O)C1CC(O)CN1C(=O)c1ccco1 (stereo unspecified)	-3	1.3	-27[20 µM]	0	-8	6	.	5	13
Cc1ccsc1C(=O)NNC(=O)C1CC=CCC1C(=O)O (stereo unspecified)	7	0.2	-5	11	55*	23	0.84	13	12
CCOC(=O)N1CCC(NS(=O)(=O)c2ccc3c(c2)OCC(=O)N3)CC1	-3	0.9	-17	-15	-14	4	0.43	-18	14
CC(=O)c1ccc(N2CCN(C(=O)c3cccc(Oc4ccccc4)c3)CC2)cc1	-9	-0.9	-13	-1	-5	-15	-4	48	-4
Cc1cccc(OCC(=O)Nc2ccc3c(C)cc(=O)oc3c2)c1	.	0.9	-31	14	-16	-2	1.8	-19	12
NC1=NC[C@H](Cc2ccc(O)cc2)N1CCc1cccc2ccccc12	0	.	-22	-4	-3	-4	-0.088	-38	5
CCC(=O)Nc1c(C)nn(C(=O)CC)c1C	.	0.3	-9	6	7	3	1.5	-7	-1
COCCN=C1Sc2nc3cc4c(cc3cc2CN1CC1CCCO1)OCO4 (stereo unspecified)	21	-0.7	-18	1	-2	0	-0.078	-11	8

Filtered by structure, the entries above with a halogen
SMILES	Rad51 HR inh	PERK inhibitor	Furin inh	FXIa inh 1536	hK5 inh	Thrombin inh	Cl transport mod	m-calpain inh	FXIIa inh 1536
O=C(Nc1sc2c(c1C(=O)c1ccc(Cl)cc1)CCCC2)c1cccnc1	-3	-1.3	1[20 µM]	-4	-11	-17	.	-72	10
O=C(Nc1cccc(C(=O)O)c1)/C(=C\c1ccccc1)NC(=O)c1ccccc1Cl	-4	1.1	-7	-11	-7	-3	.	13	3
COCc1cc(C)nc(OCC(=O)N/N=C\c2cc(C)n(-c3cccc(C(F)(F)F)c3)c2C)c1C#N	4	-0.4	-3[20 µM]	0	-6	2	0.47	-225	16
Nc1ccccc1Oc1ncc(C(F)(F)F)cc1Cl	-4	2.9*	-25[20 µM]	7	-17	3	.	11	17
CN(C)c1nc(Nc2ccc(Cl)cc2)nc(OCC#N)n1	0	-0.3	-14[20 µM]	-3	-4	-6	0.5	-16	0
NC(=O)C1=NOC(CNc2ncc(C(F)(F)F)cc2Cl)C1 (stereo unspecified)	-7	1.6	0[20 µM]	-5	-4	-9	-0.18	-32	6
COc1c(F)c(F)c(C(=O)O)c(Nc2cccc(C)c2)c1F	-7	0.3	-31	2	-3	-4	-0.037	-25	1
CCN(CC)C(=O)CN1C(=O)C2CC=C(Cl)CC2C1=O (stereo unspecified)	.	0.2	-28	0	-19	-8	0.66	-20	16
CCOc1ccc(NC(=O)CCN2CCN(S(=O)(=O)c3cc(Cl)ccc3OC)CC2)cc1	-5	-2.1	-11	-3	-14	1	.	19	14
